Screening data as filed in PubChem.
MCF10A rerep: inducers of DNA re-replication in MCF 10A breast cells; Potency, µM (top dose mostly 46.1 µM), for the others: top-dose activity, positive = re-replication, most hits filed as activators; MCF 10A DNA re-replication, Hoechst nuclear intensity, 48 h; 350,000 tested, 2.9% active; further: potency means the concentration at half of the fitted maximal effect; % of control where 0% means no effect; nearly all actives have a fitted effect of over 50% in size
HepG2 viability: counter-screen for TGF-b inhibitors: cytotoxicity in HepG2 cells. HepG2 CAGA-GFP viability, ATP luminescence, 18 h. Potency, µM (doses to about 46.1 µM), without a hit: top-dose activity change, negative = cytotoxicity, usual class: cytotoxic. 410,000 tested, 0.76% active; further: potency means the concentration at half of the fitted maximal effect; some results filed as inactive show a strong effect at the top dose
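HepG2 CAGA-GFP cells (1000/well, DMEM with 1% FBS) received compound, then TGF-beta at 500 pg/mL final, and were incubated 18 hours at 37 degrees C. Viability was read by CellTiter-Glo luminescence. Media-only wells were set as complete cell-killing and DMSO as no toxicity.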
A549 viability: counter-screen for Nrf2 inhibitors: cytotoxicity in A549 cells. Potency, µM (top dose mostly 46 µM), for the others: at the top dose activity change, negative = cytotoxicity, most hits filed as inhibitors. A549 ARE-Fluc cells, CellTiter-Fluor viability, 18-24 h. 390,000 tested, 0.16% active; further: potency means the concentration at half of the fitted maximal effect; on the % scale 0 is the no-effect control and ±100 the full control effect
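A549 ARE-Fluc cells in 5% FBS OPTI-MEM, 5000 cells/well, rested 2 h then exposed to compounds in concentration-response for 18-24 h at 37 °C. Viability by CellTiter-Fluor fluorescence (Ex 405/Em 525) after 30 min; luciferase luminescence (BugLite, 15 min, RT) read afterwards.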
ATXN2 expr inh: ATXN2 expression inhibition. HEK-293 ATXN2-luciferase reporter, luminescence, 24 h. Potency, µM (series often up to 57 µM), for inactives: top-dose activity change, negative = inhibition, actives largely listed as inhibitors. 360,000 tested, 0.72% active; further: potency means the concentration at half of the fitted maximal effect; on the % scale 0 is the no-effect control and ±100 the full control effect; nearly all actives have a fitted effect of over 55% in size
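qHTS (up to 57 uM final) was run with 24 h compound exposure of reporter cells at 37 °C. Each well was multiplexed: SteadyGlo luminescence measured ATXN2-luciferase expression after a fluorogenic Gly-Phe-AFC viability readout (25 uM final).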
IL-1B inflam inh: blocks inflammasome-driven IL-1 beta release; activity change, % at 57.5 µM; 360,000 tested, 4.7% active; AID 743279; THP-1 LPS/ATP IL-1B secretion, AlphaLISA, 16 h; active compounds read low; in the data active means activity change below about -50%; inconclusive means mostly about -30% to -49%; further: on the % scale 0 is the no-effect control and ±100 the full control effect
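Secreted IL-1B measured by AlphaLISA bead assay after 16 h compound exposure of THP-1 cells; compounds (final up to 57.5 uM) added 1 h before LPS (250 ng/mL) and ATP (1.25 mM) stimulation; lower signal means less secretion.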
Nrf2 ARE act: Nrf2 pathway activation. AREc32 ARE-luciferase reporter (MCF7-derived line), luminescence, 24 h. Potency, µM (doses to about 46.1 µM), for inactives: at the highest dose activation, usual class: activators. 410,000 tested, 0.31% active. AID 624171; further: potency means the concentration at half of the fitted maximal effect; % of control where 0% means no effect; nearly all actives have a fitted effect of over 65% in size
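For detection, Steady-Glo was added and plates sat 30 min at RT; before that, AREc32_Fluc cells grown overnight in OPTI-MEM/5% FBS had been treated with 23 nL compound for 24 hr at 37 deg C.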
Nrf2 block: inhibitors of Nrf2 signaling; 360,000 tested, 2.1% active; Potency, µM (doses to about 46 µM), for the others: at the highest dose activity change, negative = inhibition, most hits filed as inhibitors; A549 ARE-Fluc reporter, luciferase luminescence, 18-24 h; further: potency means the concentration at half of the fitted maximal effect; on the % scale 0 is the no-effect control and ±100 the full control effect; nearly all actives have a fitted effect of over 60% in size
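A549 ARE_Fluc cells, 5000/well, 5% FBS OPTI-MEM; compounds in dose-response, 18-24 h at 37 °C/5% CO2; CellTiter-Fluor viability read (Ex 405/Em 525), then BugLite luciferase luminescence = Nrf2 activity.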
ATXN viability: cell viability loss in ATXN counter-screen; AID 651635; S2 cells (HEK-293 line with an ATXN2-luciferase reporter) viability, CellTiter-Fluor protease fluorescence, 24 h; 400,000 tested, 0.49% active; Potency, µM (top dose mostly 56.7 µM), most hits filed as cytotoxic; further: potency means the concentration at half of the fitted maximal effect; nearly all actives have a fitted effect of over 40% in size
TGFb SMAD3 inh: TGF-b pathway inhibition. HepG2 CAGA-GFP TGF-b/SMAD3 reporter, GFP fluorescence, 18 h; TGF-beta stimulated, 500 pg/mL final. Potency, µM (top dose mostly 46.1 µM), for inactives: at the highest dose activity, negative = inhibition, actives largely listed as inhibitors. 410,000 tested, 1.2% active; further: potency means the concentration at half of the fitted maximal effect; on the % scale 0 is the no-effect control and ±100 the full control effect; nearly all actives have a fitted effect of over 65% in size
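Per well, imaged GFP fluorescence of HEPG2 CAGA-GFP cells gives the signal; cells get compound, then TGF-beta (500 pg/mL final), 18 h at 37 degrees C; %Activity versus -TGF-beta and +DMSO controls.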
Active calls of the source: *; i = inactive; ? = inconclusive; · = not tested or not shown; [ ] = dose if it differs, or a comment. Unless noted, the call rests on the fitted dose curve; in most records, active means well fitted curve in the direction sought with a large enough effect; inconclusive means small, poorly fitted or top-dose-only effect, or another doubt; inactive means no such curve, though single readings can be large; an effect the other way counts as inactive or inconclusive. Rows were taken by chance (roughly 8.8% active in at least one column).

Molecule	MCF10A rerep	HepG2 viability	A549 viability	ATXN2 expr inh	IL-1B inflam inh	Nrf2 ARE act	Nrf2 block	ATXN viability	TGFb SMAD3 inh
C=CCSc1nc2ccsc2c(=O)n1-c1cccnc1	-2%	2%	-8%	-7%	15	2.4%	0%	i	?
COc1cccc(CNC(=O)CCC2CCCN(c3cc(C)nc(N4CCCC4)n3)C2)c1 (stereo not given)	1%	-8%	8%	-18%	-13	-0.2%	-5%	i	20%
Cc1cnc(CN2CCCC(C(=O)c3ccc4c5c(cccc35)CC4)C2)[nH]1 (stereo not given)	?	-1%	-7%	-13%	-26	-0.2%	4%	i	22%
COc1ccc(-n2c(=O)c3c4c(sc3n(Cc3ccccc3C)c2=O)CCCC4)c(OC)c1	·	-6%	0%	12%	·	0.2%	1%[9.27 µM]	i	-4%
COc1cccc(-n2c(Cc3cc(=O)[nH]c(=O)[nH]3)nnc2SC(C)C)c1	-1%	4%	1%	-4%	-1	-1.0%	-7%	i	0%
CN1CCN(CC(=O)NC23CC4CC(CC(C4)C2)C3)CC1	3%	-13%	-3%	1%	28	-2.1%	3%	i	5%
Cc1cc(C)c(NC(=O)COCc2cc(-c3cccs3)on2)c(C)c1	·	-34%	11%	·	·	3.9%	-15%	·	-18%
Cc1ccc(Oc2nc3ccccc3n3c(C)nnc23)c(C)c1	3%	-3%	-5%	-16%	-6	0.4%	6%	i	2%
CC(NC(=O)C1CCC1)c1ccc(Cl)cc1 (stereo not given)	0%	5%	-2%	2%	21	0.0%	-18%	i	14%
CCOC(=O)N1CCN(C(=O)c2ccc(OC)c(OC)c2)CC1	2%	-7%	2%	-4%	19	-0.7%	?	i	10%
COC(=O)c1sccc1NC(=O)Nc1ccc(OC)cc1OC	0%	2%	-2%	-8%	?	-1.2%	2%	i	15%
Cn1nnnc1SCc1nc2scc(-c3ccccc3)c2c(=O)[nH]1	-10%	2%	-2%	1%	-3	2.2%	3%	i	14%

Sorted by number of heavy atoms (low to high): 3 of the compounds above.
Molecule	MCF10A rerep	HepG2 viability	A549 viability	ATXN2 expr inh	IL-1B inflam inh	Nrf2 ARE act	Nrf2 block	ATXN viability	TGFb SMAD3 inh
CC(NC(=O)C1CCC1)c1ccc(Cl)cc1 (stereo not given)	0%	5%	-2%	2%	21	0.0%	-18%	i	14%
CN1CCN(CC(=O)NC23CC4CC(CC(C4)C2)C3)CC1	3%	-13%	-3%	1%	28	-2.1%	3%	i	5%
COc1cccc(-n2c(Cc3cc(=O)[nH]c(=O)[nH]3)nnc2SC(C)C)c1	-1%	4%	1%	-4%	-1	-1.0%	-7%	i	0%

(next part)
Molecule	MCF10A rerep	HepG2 viability	A549 viability	ATXN2 expr inh	IL-1B inflam inh	Nrf2 ARE act	Nrf2 block	ATXN viability	TGFb SMAD3 inh
O=C(NCc1ccc(F)cc1)c1cc2c(s1)CCCC2	-3%	-24%	-8%	13%	8	0.2%	6%	i	-4%
O=C(Nc1ccc(OC(F)(F)F)cc1)c1cc(S(=O)(=O)N2CCCCC2)ccc1N1CCOCC1	·	-3%	·	·	-14	-0.5%	·	i	-20%
CCCCn1c(N)c(N(CCC(C)C)C(=O)CSc2nc3ccccc3n2C)c(=O)[nH]c1=O	?	-23%	-8%	-6%	-5	0.3%	-7%	i	-25%
C[C@]1(C(=O)NCCCNc2ncc(C(F)(F)F)cc2Cl)C=C[C@@H](Cc2ccccc2)N1C(=O)c1ccccc1	?	-19%	-17%	?	?	-0.3%	-19%	?	?
O=C(CSc1nc2c(sc3ccccc32)c(=O)n1CCCN1CCCC1)NCc1ccccc1	?	-6%	4%	?	-100*	21%	?	?	-4%
Cn1cccc1C(=O)NC(=O)COC(=O)CC12CC3CC(CC(Br)(C3)C1)C2	0%	-32%	-1%	-17%	0	-0.2%	·	?	?
CCOc1ccc(N/C(SC)=C(/C#N)C(N)=O)cc1	?	-8%	-1%	8%	0	2.0%	6%	i	-17%
O=C(CN1C(=O)CCSc2ccccc21)Nc1ccc2c(c1)OCCO2	-6%	-8%	7%	-1%	30	-0.2%	·	i	-20%
COc1ccc(OC)c(C(=O)CSc2nnc(C3CC3)n2C2CC2)c1	·	-34%	·	·	-10	1.8%	·	i	-5%
O=C(Nc1ccc2c(c1)OCO2)C1CC(=O)N(c2ccc3c(c2)OCCO3)C1 (stereo not given)	-49%[inhibitor]	7%	-3%	5%	26	2.3%	12%	i	0%
CC(=O)Nc1nc2ccccc2n1CCN(C)C	-1%	-19%	-20%	0%	3	0.3%	·	i	14%
CCOC(=O)C1CCCN(C(=O)COc2ccccc2O)C1 (stereo not given)	12%	6%	3%	1%	-19	-0.4%	1%	i	-4%
C=C1c2cccc(OC)c2O[C@H](C(=O)OCC)[C@@H]1CCCCCC	-6%	-41%	-3%	-9%	42	10%	13%	?	?
O=C(O)CCC(=O)Nc1ccc(Br)cn1	0%	3%	-3%	-4%	16	-0.1%	·	i	9%
Cc1ccc(S(=O)(=O)N/N=C/c2cccn2-c2ccc(Cl)cc2)cc1	2%	3%	-10%	1%	17	0.2%	-18%	i	-19%
COCCNC(=S)N1CCN(Cc2cccc(OC)c2)CC1	9%	-4%	0%	-10%	3	-0.1%	·	?	1%
O=C(NNC(=O)c1ccccc1[N+](=O)[O-])c1ccc(NC(=O)c2ccccc2)cc1	2%	4%	6%	-8%	i	-0.9%	6%	i	8%
COC(=O)c1cc(C(=O)OCC(=O)c2ccc[nH]2)cc([N+](=O)[O-])c1	9%	-6%	-1%	-10%	4	0.0%	-32%	i	-5%
Cc1ccc(NS(=O)(=O)c2ccc(-c3ccc(=O)[nH]n3)o2)cc1	11%	-9%	11%	4%	13	0.5%	15%	i	-23%
Cc1ccc(C(=O)N/C(=C\c2sccc2C)C(=O)NCCCN2CCOCC2)cc1	-5%	-14%	2%	-9%	0	0.2%	4%	i	-12%
CCOc1ccc(-c2cc(C(=O)Nc3cccc(C(F)(F)F)c3)[nH]n2)c(C)c1	·	-32%	·	-15%	2	0.2%	·	?	-19%
Cc1cc(-c2nnc(SCC(=O)Nc3ccccc3C(F)(F)F)n2N)n[nH]1	-2%	-18%	2%	1%	11	-0.6%	7%	i	3%
CCOc1ccc2ccccc2c1/C=N/NC(=O)c1cc(C)[nH]n1	-6%	-6%	-6%	1%	?	0.0%	3%	i	-2%
COc1cc2c(cc1NC(=O)CCCCCN1C(=O)CCC1=O)oc1ccccc12	1%	-6%	-9%	-19%	?	0.4%	·	i	-11%
Cc1onc(C(=O)N2C(C)CCCC2C)c1[N+](=O)[O-] (stereo not given)	4%	3%	-1%	16%	25	2.0%	-10%	i	?
Nc1nnc(CSc2ccc(Cl)cc2)s1	4%	16%	-4%	3%	7	0.0%	0%	i	0%
CC(C)c1ccc(CC(C)C2C3=C(CCCC3=O)OC3=C2C(=O)CCC3)cc1 (stereo not given)	?	9%	0%	-14%	2	1.7%	·	?	?
O=C(Cn1cc(S(=O)(=O)Cc2cccc(F)c2)c2ccccc21)N1CCOCC1	-13%	-20%	8%	-2%	i	0.4%	7%	i	7%
O=C(O)CSc1nc(-c2ccc(Cl)cc2)nc2c1oc1ccccc12	23µM*	-28%	-13%	5%	37	-0.7%	?	?	-8%
CCOC(=O)c1sc2nc(C)nc(NCc3ccc(F)cc3)c2c1C	?	-1%	0%	?	?	2.4%	?	i	?
CC(=O)Nc1ccc(C(=O)OCc2ccc(Cl)cc2)cc1	9%	-18%	-12%	3%	-4	0.2%	-5%	i	?
CCOc1ncccc1C(=O)OCC(=O)Nc1cc(S(=O)(=O)N2CCOCC2)ccc1C	3%	-3%	17%	0%	0	-0.1%	-6%	i	-2%
COC(=O)c1ccc(COc2ccc3c(C)c(C)c(=O)oc3c2C)o1	-9%	5%	1%	30%	-10	-0.7%	1%	i	1%
CCOC(=O)C1CCN(c2c(NC3CCCc4ccccc43)c(=O)c2=O)CC1 (stereo not given)	1%	-24%	4%	-10%	-17	0.4%	18%	i	2%
O=C(CCc1ccc(S(=O)(=O)N2CCOCC2)cc1)Oc1ccccc1	-1%	11%	15%	5%	-6	-0.8%	13%	i	-1%
CCOCCCNc1ncnc2c1nc1n2CCCC1	17%	4%	1%	16%	9	-0.2%	12%	i	-2%
O=C(CCNC(=O)c1ccc([N+](=O)[O-])cc1)Nc1cccc(S(=O)(=O)N2CCCCCC2)c1	?	6%	8%	-36%	-2	2.1%	?	i	-12%
COc1ccc(CCNC(=O)Nc2cccc([N+](=O)[O-])c2)cc1	-8%	-16%	-3%	-4%	-12	4.1%	?	i	-29%
O=C1/C(=C/c2ccccc2)N=C(N2CCOCC2)N1c1cccc(Cl)c1	?	-51%	4%	-11%	-8	0.8%	-8%	i	-23%
CCN1CCCC(Sc2nc3c([nH]2)c(=S)n(C)c(=O)n3C)C1 (stereo not given)	14%	-23%	1%	·	10	3.6%	?	?	?
COc1ccc(-c2c(N)nnc3c2[nH]c2ccccc23)cc1OC	5%	7%	-5%	15%	-64*	2.3%	-18%	i	40%[activator]
CCc1ccc(NC(=O)c2cccc(NC3=NC4CS(=O)(=O)CC4S3)c2)cc1 (stereo not given)	2%	2%	3%	?	12	1.1%	-1%	i	-6%
CC(=O)Nc1ccc(NC(=O)C2CC(=O)Nc3ncnn32)cc1 (stereo not given)	-3%	-3%	8%	1%	-3	0.2%	-5%	i	14%
